KKLEB tox: counter-screen for CF NF-kB inhibitors: cytotoxicity | KKLEB CF airway cells viability, ATPlite luminescence, overnight; active compounds read low; cells stimulated with P. aeruginosa culture filtrate | activity change (cytotoxicity), % at 5 µM | 0.36% of 360,000 active;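 active = corrected activity change at or below -50% at 5 µM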
TWEAK-Fn14 inh: TWEAK-Fn14 signaling inhibition | TWEAK-stimulated Fn14 reporter cells, luciferase luminescence, 8 h | inhibition, % at 10 µM | 2% of 360,000 active | AID 1159606; in the data active = inhibition above about 50%
NR5A2 inv ag: inverse agonists of human LRH-1 (NR5A2); HEK293T StAR-luciferase reporter, LRH-1 transfected, 24 h; inhibition, % at 3.6 µM; 0.13% of 360,000 active; AID 602396;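 active = inhibition above the mean inhibition of all tested compounds plus 3 SD, cut at about 73% in these data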;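 also: 0% = DMSO wells and 100% = reporter-only cells lacking LRH-1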
TROY NFkB inh: inhibitors of TROY-dependent NF-kB signaling. Q293 LMP1-TROYcd NF-kB luciferase reporter, 4 h. inhibition, % at 10 µM. 0.98% of 360,000 active;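 active = compounds whose plate-normalised and pattern-corrected inhibition of the luciferase reporter signal at the single screening dose is 50% or more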
EBV LMP1 NFkB: Epstein-Barr LMP1 NF-kappaB reporter inhibition; LMP1-induced NF-kappaB luciferase reporter cells, luminescence; inhibition, % at 12.5 µM; 0.69% of 350,000 active; AID 504558; in the data active = inhibition above about 41%;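 also: 0% = neutral control wells and 100% = reference inhibitor control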
CF NFkB block: blocks PAF-induced NF-kB reporter in cystic fibrosis cells. KKLEB NF-kB-GFP reporter, GFP fluorescence overnight. inhibition, % at 5 µM. 0.86% of 360,000 active. AID 588850;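 active = at least 50% inhibition at 5 µM, scaled per plate between neutral and stimulator controls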;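 also: PAF is a Pseudomonas aeruginosa culture filtrate used as stimulus; plate controls were PAF-stimulated DMSO wells for no effect and unstimulated DMSO wells for full effect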
C8 TRAIL sens: caspase-8 TRAIL sensitization; NB7+C8 cells + TRAIL, ATPlite viability luminescence; 1% of 360,000 active; inhibition (viability loss, TRAIL sensitization), % at 10 µM; AID 624354;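 active = compounds causing at least 50% loss of cell viability in the single-dose screen, relative to plate controls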
NCOA1 inh: inhibits human SRC1 coactivator. Q15788. 0.12% of 360,000 active. HEK293 GAL4-SRC1 luciferase reporter, luminescence. inhibition, % at 3.6 µM;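 active = inhibition above the campaign mean plus 3 SD, with each screening campaign given its own cutoff, cut at about 60% in these data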;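 also: 0% = DMSO treated cells and 100% = gossypol at 36 µM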
SRC2 inh: human SRC2 (NCOA2) inhibition. Q15596. HEK293 GAL4-SRC2 luciferase reporter, luminescence. inhibition, % at 9 µM. 0.17% of 370,000 active. AID 651957;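 active = inhibition above the mean inhibition of all tested compounds plus 3 SD, set per campaign, cut at about 52% in these data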;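 also: 0% = DMSO treated cells and 100% = cells given Gossypol at 36 µM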
Target sequence (Q15596 whole entry, looked up, the tested form may be a part): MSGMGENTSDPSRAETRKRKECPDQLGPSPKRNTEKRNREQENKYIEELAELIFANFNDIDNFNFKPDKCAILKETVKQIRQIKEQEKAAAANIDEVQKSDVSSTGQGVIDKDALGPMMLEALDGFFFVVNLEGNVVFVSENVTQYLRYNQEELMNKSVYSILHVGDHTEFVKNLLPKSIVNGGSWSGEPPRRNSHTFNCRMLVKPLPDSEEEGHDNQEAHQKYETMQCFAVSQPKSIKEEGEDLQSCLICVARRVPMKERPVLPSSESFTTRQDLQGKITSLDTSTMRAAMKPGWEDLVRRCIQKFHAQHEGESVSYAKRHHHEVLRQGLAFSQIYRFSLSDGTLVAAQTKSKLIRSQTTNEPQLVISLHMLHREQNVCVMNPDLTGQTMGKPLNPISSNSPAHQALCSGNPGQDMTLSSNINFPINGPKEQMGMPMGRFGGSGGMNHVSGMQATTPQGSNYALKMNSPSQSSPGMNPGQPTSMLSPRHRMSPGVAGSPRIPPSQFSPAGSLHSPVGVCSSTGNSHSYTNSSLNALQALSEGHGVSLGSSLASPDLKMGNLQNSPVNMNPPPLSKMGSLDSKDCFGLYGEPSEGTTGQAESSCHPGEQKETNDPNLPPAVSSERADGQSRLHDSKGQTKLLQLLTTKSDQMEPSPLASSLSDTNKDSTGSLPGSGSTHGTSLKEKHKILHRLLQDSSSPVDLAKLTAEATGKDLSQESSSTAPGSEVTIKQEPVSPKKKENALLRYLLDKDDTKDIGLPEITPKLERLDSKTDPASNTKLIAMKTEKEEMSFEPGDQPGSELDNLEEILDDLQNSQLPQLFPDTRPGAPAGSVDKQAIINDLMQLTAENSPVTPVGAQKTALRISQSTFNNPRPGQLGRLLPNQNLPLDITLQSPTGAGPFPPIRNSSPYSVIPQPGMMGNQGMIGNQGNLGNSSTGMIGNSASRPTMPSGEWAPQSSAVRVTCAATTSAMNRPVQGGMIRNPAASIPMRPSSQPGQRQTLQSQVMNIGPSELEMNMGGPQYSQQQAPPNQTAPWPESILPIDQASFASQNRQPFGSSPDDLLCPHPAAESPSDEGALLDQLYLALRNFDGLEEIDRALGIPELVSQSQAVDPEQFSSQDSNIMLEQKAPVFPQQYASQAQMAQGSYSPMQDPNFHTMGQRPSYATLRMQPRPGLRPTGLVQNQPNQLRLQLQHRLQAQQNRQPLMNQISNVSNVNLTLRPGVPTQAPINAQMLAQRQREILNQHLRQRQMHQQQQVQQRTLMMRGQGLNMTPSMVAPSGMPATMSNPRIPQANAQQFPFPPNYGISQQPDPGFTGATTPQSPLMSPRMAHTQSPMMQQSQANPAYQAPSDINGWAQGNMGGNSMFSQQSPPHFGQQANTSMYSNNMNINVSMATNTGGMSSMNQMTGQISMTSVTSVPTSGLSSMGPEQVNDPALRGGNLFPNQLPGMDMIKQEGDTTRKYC
COUP-TFII inh: NR2F2 (human) inhibition, primary screen; P24468; inhibition, % at 8.6 µM; AID 686940; 0.7% of 370,000 active; HEK293T NGFI-A luciferase reporter, luminescence;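 active = inhibition above a per-plate cutoff, mean inhibition of test wells between control levels plus 3 SD, cut at about 38% in these data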;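 also: cells cotransfected with COUP-TFII expression vector driving the NGFI-A reporter; 0% = median of COUP-TF2 test wells and 100% = reporter-only cells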
NCOA3 inh: inhibitors of human steroid receptor coactivator 3 (SRC3); Q9Y6Q9; HEK293 GAL4-SRC3 luciferase reporter, luminescence; inhibition, % at 3.6 µM; 0.17% of 360,000 active;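 active = inhibition above a per-campaign cutoff, the mean of all compounds plus 3 SD, cut at about 60% in these data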;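 also: 0% = DMSO-treated cells and 100% = gossypol-treated cells at 36 µM; higher means less SRC3-driven luciferase light from the GAL4 reporter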
An asterisk follows results filed as active.

SMILES	KKLEB tox	TWEAK-Fn14 inh	NR5A2 inv ag	TROY NFkB inh	EBV LMP1 NFkB	CF NFkB block	C8 TRAIL sens	NCOA1 inh	SRC2 inh	COUP-TFII inh	NCOA3 inh
CC(C)(C)c1ccc(OC(=O)Nc2ccc(O)c(C(=O)O)c2)cc1	10.1	73.1*	16.3	12.7	7.3	-14.0	8.3	-29.8	38.5	33.7	9.4
CCC(C)NC(=O)CCc1c(C)nc2c(c(C)nn2-c2ccccc2)c1C (centres undefined)	5.2	12.7	35.8	18.2	5.7	-8.5	13.3	7.3	8.5	-4.7	5.3
O=C(NC1CCCCC1)C1CCC(=O)N(Cc2cccc(C(F)(F)F)c2)C1 (centres undefined)	0.8	0.3	-9.0	1.2	0.7	-16.5	-1.5	9.6	-15.2	9.2	0.7
Cc1ccc(N(CC(O)CON=C2c3ccccc3-c3ccccc32)S(C)(=O)=O)cc1 (centres undefined)	-8.5	9.8	1.7	33.4	-7.2	-12.2	2.9	-2.4	-19.7	5.7	-10.0
Cc1csc(=O)n1CCC(=O)OCC(=O)c1ccc(Br)cc1	0.8	-1.3	-3.8	-35.3	1.3	2.9	4.0	-18.0	-32.8	-2.4	0.1
CC(=O)N1CCN(C23CC4CC(CC(C4)C2)C3)CC1	19.0	-2.9	9.1	5.1	-2.0	5.6	5.2	5.0	14.5	0.0	8.6
Cc1ccnc(NC(=O)CCC(=O)N(CC(=O)NC2CCCCC2)Cc2cccs2)c1	-9.2	-8.8	-6.3	-10.3	-17.4	-2.7	-1.2	1.3	-16.9	13.5	12.6
COc1ccc(C)cc1NCc1cccc(OC)c1OC	-14.3	-4.7	11.8	-3.9	3.9	4.3	11.9	-19.6	8.9	3.4	-15.9
O=C(CN1C(=O)CSc2ccc(S(=O)(=O)N3CCOCC3)cc21)N1CCCCC1	11.7	11.2	8.2	-21.2	-4.9	4.3	-9.7	19.7	-7.6	-0.1	-15.3
CCOC(=O)C(NC(=O)c1ccccc1)(N1CCOCC1)C(F)(F)F (centres undefined)	-2.0	-15.1	-0.5	-11.2	2.0	18.4	12.4	4.8	10.3	31.5	23.6
CC(=O)c1ccc(NC(=O)c2ccc(-n3cncn3)c([N+](=O)[O-])c2)cc1	8.5	0.1	1.2	-3.1	-4.3	-2.6	2.6	-4.6	-16.3	0.8	-12.0
COc1ccccc1NC(=O)CCSc1nnc(-c2ccc(O)cc2)o1	6.8	-7.8	-1.7	-11.3	6.3	-15.5	-0.1	-25.5	-2.4	-6.5	1.3
Cc1ccc(S(=O)(=O)/N=C2\C=C(Nc3cccc(C(=O)O)c3)C(=O)c3ccccc32)c(C)c1	-38.1	92.9*	-3.0	16.2	-12.9	92.5*	38.5	-7.0	-25.6	11.0	-8.8
COC(=O)c1cc(C#N)c(N2CCN(C)CC2)nc1C	-5.9	-3.1	4.0	-14.1	-6.7	4.7	-4.0	9.1	-4.6	-10.9	5.7
O=C(Nc1ccc(F)cc1F)N1CCCC(c2nc(-c3ccc(F)cc3)no2)C1 (centres undefined)	-1.9	-7.2	-35.3	-8.3	-14.1	-1.7	5.5	-9.6	-11.8	-14.9	-4.1
COC(=O)c1cc(C(=O)N2CCc3ccccc32)cc([N+](=O)[O-])c1	-1.5	10.4	-7.4	4.2	3.2	-3.3	-0.8	-5.9	-3.3	5.5	-3.9
O=C(Cn1cc2c(n1)CCCCC2)Nc1c(F)c(F)cc(F)c1F	-7.7	-1.9	-0.8	-1.5	-1.7	-1.5	1.0	2.5	-14.8	10.3	-0.7
O=C(O)c1ccccc1Nc1cccc(C(F)(F)F)c1	-58.6*	5.3	-6.8	-4.9	-2.9	12.0	3.3	-17.9	-5.1	2.3	-5.7
Fc1ccc(/C=N/NC2=Nc3cccc4cccc2c34)cc1	-6.2	-11.8	-88.2	-17.5	-75.8	-0.8	47.1	-96.9	-62.3	-42.8	-74.5
CC(C)C(C(=O)NCC1CCCO1)N(C(=O)CNS(=O)(=O)c1ccccc1)C1CCCCC1 (centres undefined)	2.0	-18.6	23.9	-14.2	-0.5	0.7	-3.8	-4.1	-11.8	1.4	4.3
O=C(CCC(=O)c1ccc(Oc2ccccc2)cc1)Nc1cccc(Cl)c1	-7.3	-6.4	1.6	16.8	6.1	24.0	-3.4	4.9	-5.8	2.2	21.5
C=CCN(C(=O)Nc1ccccc1)C1CC(=O)N(c2ccc(OC)cc2)C1=O (centres undefined)	-9.0	2.3	-0.2	-17.4	-2.9	2.8	-7.8	-20.2	5.7	-5.7	7.5
O=C(NCCCN1CCCC1=O)c1cc(-c2ccc(F)cc2)nc2ccccc12	16.5	-35.6	3.8	-15.1	4.3	-23.0	1.1	-8.1	-6.4	-14.4	3.8
N=C1/C(=C/c2ccc(-c3cccc(C(=O)O)c3)o2)C(=O)N=C2SC(CC(=O)N3CCOCC3)=NN12	4.3	16.1	-0.9	-2.2	-2.5	-23.3	-4.9	-9.5	-5.4	-9.3	-5.4
CC1CC(C(F)(F)F)n2ncnc2N1 (centres undefined)	-7.5	1.5	3.1	9.2	-2.6	14.9	2.7	7.1	-26.6	1.5	0.6
CCCc1cc(=O)[nH]c(SCC(=O)Nc2sc(C(N)=O)c(C)c2C(=O)OCCOC)n1	-0.2	-51.0	12.8	5.4	5.5	-17.7	85.2*	8.1	16.7	21.1	-3.7
O=C(NCCCN1CCOCC1)c1ccc(S(=O)(=O)Nc2ccccc2F)cc1	-3.6	-3.1	2.4	-14.1	-2.9	19.8	-5.4	7.7	8.9	-0.3	5.7
CCOC(=O)N1CCC(N2Cc3cccc(C(=O)NCc4ccc(C)cc4)c3C2=O)CC1	-1.1	11.7	3.4	-4.8	4.1	-18.7	-13.3	13.4	-3.9	11.2	-22.8
COc1ccccc1NC(C)C(=O)N/N=C/c1cccs1 (centres undefined)	-3.8	-2.6	23.6	-19.8	-5.8	5.1	-4.1	-5.1	-10.0	0.8	16.9
COC(=O)CN1C(=O)C(O)(CC(=O)c2ccccc2)c2ccccc21 (centres undefined)	9.7	-2.5	3.7	-0.6	5.6	-9.3	-5.5	17.6	3.0	-0.6	9.6
Cc1cc(Br)ccc1NC(=O)CN1C(=O)C2CC=CCC2C1=O (centres undefined)	-11.6	7.3	50.8	-5.7	-2.1	-3.0	3.4	3.1	18.0	-9.0	-3.2
c1ccc2[nH]c(NCCN3CCOCC3)nc2c1	-6.4	-1.0	-15.8	7.2	4.8	11.5	-19.6	-3.6	0.5	-15.7	-1.3
Cc1onc(-c2ccccc2)c1C(=O)Nc1nnc(CC(C)(C)C)s1	0.5	25.6	-6.6	-7.1	-7.3	-5.5	-14.7	-9.8	7.8	3.1	8.0
O=C(Nc1cc([N+](=O)[O-])ccc1F)c1ccc2c(c1)OCCO2	1.0	-19.9	-20.1	-27.4	4.7	-1.4	4.7	-14.1	-21.4	18.5	-11.2
CCC1CCCCN1CCCNC(=O)c1cc2c(=O)oc3ccc(C)cc3c2s1 (centres undefined)	0.8	-31.7	-29.7	-23.5	2.3	-6.9	14.4	-14.8	-8.3	13.0	2.6
Cc1cccc(-n2cc[nH]c2=S)c1	-15.7	-9.2	5.7	2.9	-1.7	-27.3	-2.9	-15.6	-15.9	1.3	-4.4
Cc1ccc2[nH]c(O)c(N=Nc3nc4ccccc4s3)c2c1	-4.0	18.6	10.9	7.5	4.8	-16.2	-5.4	-10.4	3.6	4.5	-6.2
CCCN(Cc1cc2cccc(C)c2[nH]c1=O)C(=O)c1cccc(OC)c1	-1.7	6.4	-4.2	-22.7	-2.8	-6.6	9.7	4.4	9.2	5.3	-1.2
Cn1c(SCC(=O)Nc2ccc(NC(=O)c3ccccc3)cc2)nnc1-c1ccncc1	-10.2	-11.9	-7.8	-1.1	2.3	-5.3	17.5	-70.3	10.4	-1.7	-27.1
COc1ccc(-c2onc(C)c2-c2cnn(-c3ccccc3)c2)c(O)c1C	-32.9	23.2	5.2	2.1	15.9	16.1	-6.2	-2.0	32.4	5.1	13.9
Cc1ccc(NC2=C/C(=N/S(=O)(=O)c3cccs3)c3ccccc3C2=O)cc1C	-13.8	-37.6	-19.1	-50.8	-64.8	46.6	25.9	-3.0	-26.1	7.5	-29.6
CCOc1ccc(N=C/C=C/c2ccccc2)c(O)c1	-21.5	-11.8	-67.5	-41.3	-11.0	-20.2	7.8	-64.2	-49.0	1.3	-83.5
COCCN(Cc1ccccc1)C(=O)c1cccc(S(=O)(=O)N2CCN(c3ccccc3)CC2)c1	-8.8	-0.8	3.8	-4.5	4.1	-12.7	7.7	1.6	15.2	2.6	15.5
Cc1ccc(CC(=O)N2CCN(S(=O)(=O)c3ccccc3)CC2)cc1C	-1.1	17.9	14.5	-4.4	-16.4	1.5	9.9	1.5	-14.6	8.8	8.5
CCn1c(C)nc2cc(C(=O)NNS(=O)(=O)c3c(F)cc(F)c(Cl)c3F)ccc21	4.6	-18.7	9.6	5.2	-9.3	0.5	8.2	-4.2	-1.1	-24.5	6.7
CCOc1ccc(CCNC(=O)COC(=O)CCS(=O)(=O)c2ccc(C)cc2)cc1OCC	-7.2	0.0	-33.3	-26.4	0.8	22.7	6.6	-1.5	-6.2	-19.4	-11.1
COc1ccccc1CCNC(=O)C(=O)NCC1OCCN1S(=O)(=O)c1ccccc1 (centres undefined)	-8.7	21.0	-12.5	-2.9	7.5	19.4	-9.4	-0.6	0.5	1.8	-2.6
CCCn1c(C(=O)OC)cc2c1ccn2-c1ccc(F)cc1	-6.6	-30.8	1.4	-22.0	10.0	-1.9	1.6	-3.0	4.8	-7.9	-6.2

Compound profiles, from the list above. Screens in order: KKLEB tox	TWEAK-Fn14 inh	NR5A2 inv ag	TROY NFkB inh	EBV LMP1 NFkB	CF NFkB block	C8 TRAIL sens	NCOA1 inh	SRC2 inh	COUP-TFII inh	NCOA3 inh
`CC(=O)c1ccc(NC(=O)c2ccc(-n3cncn3)c([N+](=O)[O-])c2)cc1` as listed: 8.5	0.1	1.2	-3.1	-4.3	-2.6	2.6	-4.6	-16.3	0.8	-12.0
`O=C(Cn1cc2c(n1)CCCCC2)Nc1c(F)c(F)cc(F)c1F` as listed: -7.7	-1.9	-0.8	-1.5	-1.7	-1.5	1.0	2.5	-14.8	10.3	-0.7

Going on with the list.
SMILES	KKLEB tox	TWEAK-Fn14 inh	NR5A2 inv ag	TROY NFkB inh	EBV LMP1 NFkB	CF NFkB block	C8 TRAIL sens	NCOA1 inh	SRC2 inh	COUP-TFII inh	NCOA3 inh
COc1ccc(NC(=O)NN2CCN(C)CC2)c(OC)c1	18.0	22.5	9.9	-0.2	-1.0	-15.7	-3.1	9.2	-12.2	8.2	8.4
COc1ccc(CNC(=S)N/N=C(\C)c2ccc(OC)cc2)cc1	-8.3	-26.6	17.2	-8.4	-8.5	-19.7	1.0	23.7	-25.7	1.5	10.1
COc1ccccc1CN(C)CC(=O)Nc1cccc(S(=O)(=O)N2CCCC2)c1	-34.6	-3.9	-9.9	6.9	9.4	19.4	5.0	-20.0	29.2	21.8	-10.4
COc1ccccc1N1C(=O)C2C3C=CC(C3)C2(C)C1=O (centres undefined)	3.3	-1.9	-15.6	-5.6	3.1	-3.4	-10.8	-3.6	-4.4	-7.5	-5.9
Nc1nc(N2CCN(C(c3ccccc3)c3ccccc3)CC2)n[nH]1	4.6	9.8	-4.1	20.4	4.8	7.6	-4.9	-5.3	-10.1	-9.9	22.0
CCCn1nnnc1NCc1cccc(OC)c1OCC	0.6	-1.9	-10.9	2.1	8.6	-20.9	3.4	8.0	-17.1	-0.6	5.3

Source: PubChem BioAssay (several laboratories)
